Sm TGR inh: qHTS Assay for the Inhibitors of Schistosoma Mansoni Peroxiredoxins; AID 485364, 2010; Potency, µM (doses to about 114 µM), inactives show top-dose activity change, negative = inhibition, actives largely listed as inhibitors; 3% of 360,000 active; Schistosoma mansoni thioredoxin glutathione reductase (TGR), Q962Y6; purified TGR, DTNB reduction, TNB absorbance 405 nm; also: potency is read from the fitted curve at half-maximal effect; nearly all actives have a fitted effect of over 60% in size
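First, TGR (20 nM dispensed) and NADPH were mixed with compound. Second, a 15 min room-temperature incubation followed. Third, further NADPH and then DTNB were added to start the reaction. Finally, TNB absorbance was monitored kinetically.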
HCMV inh: qHTS Assay for inhibitors of the human cytomegalovirus (HCMV) | HFF cells, HCMV-luciferase reporter, 72 h; stronger effect = lower value | activity change, negative = inhibition, % at 57.5 µM | 4.5% of 410,000 active | AID 1259415, 2018; in the data active = activity change below about -60%; inconclusive = no clear call, values can overlap the other calls; inactive = above about -39%
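After 16 h attachment at 37C, HFF cells received test compound and HCMV-luciferase (1 PFU/cell); reporter luminescence read 72 h later, data normalized against buffer-only and known inhibitor Salinomycin.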
FBPA Giardia inh: qHTS Assay for Inhibitors of Fructose-1,6-bisphosphate Aldolase from Giardia Lamblia; A8B2U2; purified Giardia FBPA; Potency, µM (titrated, usually from 59.6 µM), for the others: at the top dose activity, negative = inhibition, actives largely listed as inhibitors; 0.71% of 290,000 active; also: potency is read from the fitted curve at half-maximal effect; nearly all actives have a fitted effect of over 55% in size
Target sequence (A8B2U2 whole entry, looked up): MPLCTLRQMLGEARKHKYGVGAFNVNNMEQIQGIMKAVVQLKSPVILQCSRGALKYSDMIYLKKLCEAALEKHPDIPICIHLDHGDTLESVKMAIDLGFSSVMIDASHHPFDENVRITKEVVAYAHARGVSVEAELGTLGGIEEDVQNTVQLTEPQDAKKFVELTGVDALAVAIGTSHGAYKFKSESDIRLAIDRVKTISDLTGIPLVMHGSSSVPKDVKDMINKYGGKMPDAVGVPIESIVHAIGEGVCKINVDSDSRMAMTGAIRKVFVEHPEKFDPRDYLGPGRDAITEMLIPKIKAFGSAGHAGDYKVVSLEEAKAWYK
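Giardia FBPA (40 nM reagent) was preincubated 10 min at RT with compound (up to 57.5 uM final), then substrate plus GAPDH/TPI/NAD/arsenate coupling system with diaphorase/resazurin was added; resorufin fluorescence (525/598 nm) was read after 20 min.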
AmpC inh detg: qHTS Inhibitors of AmpC Beta-Lactamase (assay with detergent). P00811. AmpC hydrolysis of nitrocefin, absorbance 480 nm, 0.01% Triton. Potency, µM (titrated, usually from 114 µM), for inactives: at the top dose activity change, negative = inhibition, most hits filed as inhibitors. 0.041% of 370,000 active;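 also: potency is read from the fitted curve at half-maximal effect; 0% = no-compound wells and -100% = no-enzyme wells; nearly all actives have a fitted effect of over 25% in size; some results filed as inactive show a strong effect at the top dose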
Target sequence (P00811 whole entry, looked up): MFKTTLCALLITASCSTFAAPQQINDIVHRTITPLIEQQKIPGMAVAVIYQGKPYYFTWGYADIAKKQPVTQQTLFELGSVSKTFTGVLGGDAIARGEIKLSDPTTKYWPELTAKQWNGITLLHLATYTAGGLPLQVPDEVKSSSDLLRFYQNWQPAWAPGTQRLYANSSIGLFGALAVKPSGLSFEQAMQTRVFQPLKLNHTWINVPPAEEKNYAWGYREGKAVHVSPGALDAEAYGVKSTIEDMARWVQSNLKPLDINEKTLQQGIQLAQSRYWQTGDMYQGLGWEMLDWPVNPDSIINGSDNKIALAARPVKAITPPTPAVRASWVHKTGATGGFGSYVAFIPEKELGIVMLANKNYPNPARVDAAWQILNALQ
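AmpC (5.3 nM in the dispensed reagent) in 20 mM phosphate pH 7.0 with 0.01% (detergent screen) or 0.0001% Triton X-100 was preincubated with compounds for 15 min at room temperature. Nitrocefin was then added from an 800 uM solution, and hydrolysis was followed at 480 nm.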
AMA1-RON2 inh: qHTS for Inhibitors of AMA1-RON; Towards Development of Antimalarial Drug Lead: Primary Screen | Plasmodium falciparum AMA1 (3D7) - RON2 peptide interaction | AlphaScreen AMA1-biotinylated RON2 peptide binding | Potency, µM (doses to about 58.2 µM), for inactives: at the top dose activity change, negative = inhibition, actives largely listed as inhibitors | 0.2% of 360,000 active;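 also: potency is read from the fitted curve at half-maximal effect; 0% = vehicle wells and -100% = peptide control; nearly all actives have a fitted effect of over 45% in size; some results filed as inactive show a strong effect at the top dose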
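AMA1 (3D7) with his tag at 25 nM final met compounds first, then biotinylated RON2 peptide at 25 nM; detection used donor plus acceptor beads, 10 µg/mL apiece, read by AlphaScreen after 30 min at room temperature.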
HCV inhibitor: qHTS Assay for Inhibitors of Hepatitis C Virus (HCV). Huh7.5.1 HCVcc-Cre infection, luciferase reporter, 44 h. Potency, µM (highest dose often 41.8 µM), without a hit: top-dose activity change, negative = inhibition, actives largely listed as inhibitors. 3.4% of 340,000 active; also: potency is read from the fitted curve at half-maximal effect
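After 44 h co-culture of compound, cells and HCVcc-Cre (~0.5 moi), substrate is added for 15 min at room temperature and luciferase measured over 15 sec. Cells were seeded at 1,000/well and pre-cultured 4 h.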
* hit, by the source's call; ? = inconclusive; / = not tested or not shown; & = joins results of further samples; [ ] = dose if it differs, or a comment. Unless noted, calls follow the shape of the dose curve; as a rule, active = well fitted curve in the direction sought with a large enough effect; inconclusive = small, poorly fitted or top-dose-only effect, or another doubt; inactive = no such curve, though single readings can be large; an effect the other way counts as inactive or inconclusive. Unless noted, % is scaled to controls: 0 for no effect and ±100 for the full control effect.

Order of values: Sm TGR inh, HCMV inh, FBPA Giardia inh, AmpC inh detg, AMA1-RON2 inh, HCV inhibitor
> CCc1cc2ccccc2nc1SCC(=O)Nc1cc(OC)c(OC)cc1C(=O)O
→ 6%, -1, ?, 0%, 13%, 0%
> CCN1C(=O)C(CC(=O)Nc2ccc(OC)cc2)N(CCc2ccc(F)cc2)C1=S (stereo not given)
→ 1%, -1, -10%, 0%, -11%, -27%
> Cc1noc(C)c1S(=O)(=O)N1CCCC(C(=O)NCc2ccccc2Cl)C1 (stereo not given)
→ 3%, -6, 4%, -1%, -6%, 7%
> Cc1cc(/C=C2\C(=O)NC(=O)N(c3ccc(Br)cc3)C2=O)c(C)n1-c1cc(C(=O)O)cc(C(=O)O)c1
→ 8.9µM*, 17, -1%, -7%, ?, -11%
> O=C(Nc1nc2c(F)cc(F)cc2s1)c1ccco1
→ -2%, 97, -4%, -5%, 14%, -17%
> O=C(CN1C(=O)C2CC=CCC2C1=O)Nc1nccs1 (stereo not given)
→ 26%, 18, -11%, -6%, -23%, 2%
> CCOc1ccc(NC(=O)Cn2c(=O)cc(C)c3c(C)nn(-c4cccc(Cl)c4C)c32)cc1
→ 2%, 10, /, 22%, /, /
> CC(=O)CN1Cc2ccccc2/C1=N\C(=O)Nc1ccccc1
→ -5%, 47, 0%, -7%, -2%, ?
> CC(C)N(CCNC(=O)c1oc(=O)c2ccccc2c1-c1ccccc1)Cc1ccco1
→ -2%, -2, 1%, 5%, 1%, -10%
> COc1cc(NS(=O)(=O)c2cc3c(cc2C)NC(=O)CO3)cc(OC)c1
→ -13%, -3, 5%, ?, 17%, 3%
> Cc1ccc(/C(O)=C2\C(=O)C(=O)N(CCN(C)C)C2c2ccccc2F)cc1 (stereo not given)
→ -7%, 9, 8%, ?, 1%, 9%
> C=CCOc1ccc(/C=C/C(=O)OC(C)C(=O)Nc2ccc(NC(C)=O)cc2)cc1 (stereo not given)
→ 1%, -7, /, -18%, 18%, -8%[8.37 µM]
> O=C(CN1CCSC1=NCc1ccccc1)c1ccc(Cl)cc1
→ -2%, -4, -16%, 10%, 5%, 13µM*
> Cc1ccc(OCC(=O)NC2CCS(=O)(=O)C2)c([N+](=O)[O-])n1 (stereo not given)
→ 1%, 7, /, -11%, 12%, 8%
> NS(=O)(=O)c1ccc(NC(=O)COC(=O)c2c3c(nc4ccccc24)/C(=C\c2ccc4c(c2)OCO4)CCC3)cc1
→ -6%, ?, -3%, -8%, 23%, ?
> COC(=O)C1=C(c2ccc(OC(F)(F)F)cc2)C[C@@H]2CC[C@H]1N2C(=O)NC1CC1
→ -8%, -34, /, 3%, 2%, ?
> COc1cc(/C=C/C(=O)OCC(=O)NCCC2=CCCCC2)ccc1O
→ -31%, -17, -4%, -7%, 0%, 18%
> CCC(CCCO)CCC[C@H](C)CCC1OCCO1 (stereo not given in full)
→ -6%, -1, /, 1%, 14%, 16%
> OCCC1CN(Cc2cc3c(cc2Cl)OCO3)CCN1Cc1ccccc1 (stereo not given)
→ -12%, -13, 2%, 3%, -6%, 6%
> COc1ccccc1NC(=O)CCN1CCN(Cc2ccccc2)CC1
→ -9%, 11, 3%, -6%, -6%, 4%
> CCOC(=O)N1CCN(C(=O)c2cc(COc3ccc(F)cc3F)on2)CC1
→ -26%, 17, /, -1%, 0%, -9%
> Cc1nnc2ccc(N3CCOCC3)nn12
→ 0%, 10, 4%, -1%, 1%, 9%
> CC1CN(C(=O)CCN2C(=O)c3ccccc3C2=O)CC(C)O1 (stereo not given)
→ -2%, -4, 3%, -13%, 5%, 9%
> O=C(NCCN1CCCC1)C1CCC(=O)N(CCCN2CCOCC2)C1 (stereo not given)
→ 0%, 20, /, -4%, 3%, 19%
> CCCCn1c(=O)c(C(=O)Nc2ccc(C)cn2)c(O)c2ccccc21
→ -20%, /, -1%, -16%, 5%, 18%
> CC(C)OC(=O)CN1CCN(S(=O)(=O)c2cc(Cl)ccc2Cl)CC1
→ 8%, -10, 4%, 2%, -2%, 11%
> O=C(NCc1ccccc1Cl)C1CCN(S(=O)(=O)N2CCC3(CC2)OCCO3)CC1
→ -8%, -2, -1%, 3%, -1%, 9%
> CN(c1ccccc1)S(=O)(=O)c1ccc(Cl)c(C(=O)OCC(N)=O)c1
→ 7%, ?, 7%, 5%, 1%, 6%
> CC1=C[C@H]2Cc3cc(C)cc(C)c3S(=O)(=O)[C@@H]2C=C1
→ -8%, -67*, -6%, -1%, 1%, ?
> CC(=O)Nc1ccc2nc(NC(=O)CS(=O)(=O)c3ccc(C)cc3)sc2c1
→ -9%, 0, /, 2%, /, /
> CCN1CCN(C(=O)CCCCCn2c(=O)[nH]c3cc(C(=O)OC)ccc3c2=O)CC1
→ -8%, 7, -1%, 0%, 7%, 6%
> CCn1c(O)c(N=NC(=O)C2C(=O)NCC2c2ccccc2)c2ccccc21 (stereo not given)
→ 2%, -37, -3%, 5%, -9%, 9%
> O=C(NC(C(=O)c1ccccc1)N1CCCCC1)c1ccccc1 (stereo not given)
→ -18%, 94, 1%, -14%, 0%, 3%
> COc1cc(OC)c(N(C)C(=O)Cn2ncc3c(=O)oc4ccccc4c32)cc1Cl
→ 1%, 4, /, 4%, /, /
> O=C(O)COc1ccc(Cl)cc1C1CCCCC1
→ /, -8, /, /, 14%, 9%
> COc1cc([N+](=O)[O-])cc(/C=N/NC(=O)CSc2nnc(-c3ccccc3)n2C)c1O
→ -17%, /, 9%, -6%, 37%[activator], ?
> CCc1ccc(CNC(=O)c2cnc3sc(N4CCCCC4)nn3c2=O)cc1
→ 2%, 14, /, 2%, /, /
> CCCCOC(=O)Nc1nc2ccc(OC)cc2s1
→ -25%, 2, 13%, -8%, -8%, 2%
> CCC(=O)N/N=C(\C)CC(=O)Nc1cc(Cl)ccc1C
→ 1%, ?, 5%, ?, 45%[activator], 27%
> CN(C)c1ccc(C=C(c2nnnn2-c2ccccc2)c2nnnn2-c2ccccc2)cc1
→ 7%, -39, -3%, -18%, -17%, -9%
> CSc1ccc(/C=C/C(=O)NC23CC4CC(CC(C4)C2)C3)cc1
→ 26%, 20, -16%, 10%, -25%, 6%
> CCCCCCn1c(N2CCN(c3cccc(Cl)c3)CC2)nc2c1c(=O)[nH]c(=O)n2C
→ -10%, -6, 2%, -5%, -8%, 3%
> CC1CCC2(CC1)NC(=O)N(CC(=O)Nc1cccnc1Cl)C2=O (stereo not given)
→ 0%, 3, /, 2%, 0%, -18%
> COc1ccc(C23CC4CC(CC(C(=O)O)(C4)C2)C3)c(F)c1
→ 9%, 69, 10%, -7%, -9%, 16%
> COc1ccc(-c2nc3ccc(NS(=O)(=O)c4ccccc4)cc3o2)cc1
→ -1%, -9, /, 31%[activator], /, /
> COCCCNS(=O)(=O)c1ccc(SC)cc1
→ 0%, -1, 1%, -6%, -4%, 13%
> CCOC(=O)/N=C(/NC(=O)Nc1ccc(C(=O)OCC)cc1)OC
→ 2%, 20, 2%, 0%, 0%, -11%
> CSc1nc(Oc2ccc(C)cc2)cc(C(F)(F)F)n1
→ 0%, 3, -2%, 2%, 28%, 0%
> COC(=O)c1ccc2c(c1)N(Cc1nc(-c3ccc(Cl)cc3)oc1C)C(=O)C1CCCN21 (stereo not given)
→ /, -38, /, /, -10%, ?
> O=C(NCc1ccccc1Cl)C(=O)NCC(c1cccs1)S(=O)(=O)c1ccccc1 (stereo not given)
→ -13%, 2, /, -1%, /, /
> Cc1cc(C)n(-c2nc3ccccc3n3nnnc23)n1
→ -8%, 13, 16%, 8%, 0%, 16%
> O=C(CSc1nc2c([nH]c3ccccc32)c(=O)n1-c1ccccc1F)Nc1cccc(Cl)c1
→ 4%, ?, /, 4%, /, /
> Cc1csc(SCC(=O)Nc2nncs2)n1
→ -5%, 78, -28%, -8%, 5%, 27%
> CC1(C)CC(=O)C=C(OC(=O)c2ccc(Cl)cc2)C1
→ 14µM*, -12, 0%, -5%, 11%, 12%
> O=C(N/N=C/c1c[nH]c2ccc(Br)cc12)c1ccn(Cc2ccc(Cl)cc2)n1
→ 4%, 27, -1%, 2%, -4%, ?
> O=C(c1cc2c(s1)-c1ccccc1OC2)N1CCN(c2ccccc2)CC1
→ 5%&11%, -9&26, 30%, 22%&1%, -4%, 4%
> COCC(=O)Nc1nc(-c2ccc(-c3ccccc3)cc2)cs1
→ 5%, 5, -6%, 2%, -6%, ?
> O=C(Cn1cnc2ccccc2c1=O)Nc1cccc(S(=O)(=O)N2CCCCC2)c1
→ 2%, 0, -1%, 8%, -11%, 11µM*
> CN(C(=O)c1ccccc1OC1CCN(S(C)(=O)=O)CC1)C1CCOC1 (stereo not given)
→ 7%[57.1 µM], -7, 3%, 3%, -2%, 13%
> CC(C)c1ccccc1NC(=O)CSc1nnc(COc2ccccc2)o1
→ 1%, 12, /, 23%, /, /

The list goes on:
Order of values: Sm TGR inh, HCMV inh, FBPA Giardia inh, AmpC inh detg, AMA1-RON2 inh, HCV inhibitor
> O=[N+]([O-])c1ccc(C(O)CN2CCN(C/C=C/c3ccccc3)CC2)cc1 (stereo not given)
→ ?, 7, -5%, -3%, -8%, 13µM*
> Cn1c(Oc2ccccc2)c(C=O)c2ccccc21
→ 0%, -2, 8%, -6%, 9%, ?
> CC(C)C(NC(=O)c1ccccc1F)C(=O)NCc1ccc(S(=O)(=O)N2CCOCC2)cc1 (stereo not given)
→ -13%, -7, /, -4%, 1%, -29%
> N#Cc1ccccc1OCc1cccc(S(=O)(=O)N2CCOCC2)c1
→ -6%, 0, /, -13%, -2%, -18%
> S=C(NCc1ccccc1)NCc1cccc(CNC(=S)NCc2ccccc2)c1
→ 7%, -6, 3%, -12%, 41%[activator], ?
> O=C(COC(=O)CC1CCS(=O)(=O)C1)Nc1ccc(F)cc1 (stereo not given)
→ /, -10, /, /, 14%, 9%
> CC(NS(=O)(=O)c1ccc(OCC(=O)NCc2ccncc2)cc1)c1ccccc1 (stereo not given)
→ -3%, ?, -3%, ?, 9%, 14%
